Assay outcomes (PubChem BioAssay)
PMI act satM6P – activators of human phosphomannose isomerase at near-saturating mannose 6-phosphate; P34949; coupled PMI enzyme assay, resazurin fluorescence, 20 min; stronger effect = higher value; 1 = untreated enzyme, 0 = substrate-free blank; activation factor at 20 µM; 190,000 compounds, 0.34% hits; AID 1216;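 active = activation factor of 2 or more at 20 µM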
Target sequence (P34949 whole entry, looked up): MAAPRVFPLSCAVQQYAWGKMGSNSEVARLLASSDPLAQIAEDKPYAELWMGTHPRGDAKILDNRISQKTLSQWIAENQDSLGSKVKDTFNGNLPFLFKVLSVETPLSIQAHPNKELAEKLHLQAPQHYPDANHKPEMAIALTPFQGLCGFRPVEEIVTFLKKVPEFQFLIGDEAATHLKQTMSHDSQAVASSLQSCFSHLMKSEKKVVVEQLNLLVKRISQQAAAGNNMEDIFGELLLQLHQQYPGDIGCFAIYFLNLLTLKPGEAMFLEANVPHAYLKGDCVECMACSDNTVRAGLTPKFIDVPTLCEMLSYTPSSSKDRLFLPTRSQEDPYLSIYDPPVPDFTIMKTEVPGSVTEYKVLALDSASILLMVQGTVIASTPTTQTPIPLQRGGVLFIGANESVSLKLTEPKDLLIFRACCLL
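Technique: Diaphorase-driven resazurin-to-resorufin fluorescence, excitation 544, emission 590 nm | Assay system: Human PMI in coupled enzyme assay | Times: Enzyme reaction with compound 20 min at room temperature | Medium: HEPES-buffered pH 7.4 with magnesium and detergent | Reagent: Mannose-6-phosphate 1.0 mM (near-saturating) plus 0.22 mM NADP+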
PMI activator – activators of human phosphomannose isomerase. purified human PMI, coupled resazurin fluorescence, 20 min; stronger effect = higher value; 1 = vehicle control, 0 substrate-free wells. activation factor at 20 µM. 190,000 compounds, 0.005% hits. AID 1214;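 active = activation factor of 2 or more at 20 µM, relative to plate controls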
TNAP inh hi DEA – inhibitors of human TNAP at high phosphate acceptor concentration; 200,000 compounds, 0.03% hits; AID 1135; inhibition, % at 20 µM; P05186; purified TNAP, CDP-star luminescence, 1 M DEA;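 active = over 50% inhibition of tissue-nonspecific alkaline phosphatase at 20 µM in the single-dose screen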;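 note: plate controls were DMSO wells for no effect and EDTA-quenched wells as full inhibition for full effect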
S1P3 antag – blocks the human S1P3 receptor; 170,000 compounds, 0.27% hits; CHO S1P3 NFAT-BLA reporter, FRET fluorescence, antagonist mode; AID 485; inhibition, % at 4.98 µM;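 active = inhibition above the plate cutoff, the mean inhibition of test wells on that plate plus 3 SD, cut at about 28% in these data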;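 note: cells challenged with S1P at its EC80 of 0.8 µM; blue over green emission ratio from cleaved BLA substrate after 4 h stimulation; 0% = S1P-stimulated wells and 100% = unstimulated DMSO-only wells; some compounds past the cut are filed as inactive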
Target sequence (Q99500 whole entry, looked up): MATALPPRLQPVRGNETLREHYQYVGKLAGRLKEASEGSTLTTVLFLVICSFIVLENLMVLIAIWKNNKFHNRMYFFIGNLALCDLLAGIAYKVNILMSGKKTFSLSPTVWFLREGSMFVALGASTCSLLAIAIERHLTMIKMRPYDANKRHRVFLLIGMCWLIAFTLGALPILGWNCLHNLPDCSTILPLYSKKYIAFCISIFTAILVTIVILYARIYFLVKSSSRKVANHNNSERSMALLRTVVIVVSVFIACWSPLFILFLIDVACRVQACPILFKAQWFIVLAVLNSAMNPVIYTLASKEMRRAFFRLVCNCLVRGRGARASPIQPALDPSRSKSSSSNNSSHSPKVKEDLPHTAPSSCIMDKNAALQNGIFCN
RAM network inh – yeast RAM network inhibition; 190,000 compounds, 1.8% hits; S. cerevisiae dse1pr::URA3 reporter, 5-FOA growth OD615, 2 d; analog-sensitive cbk1-as2 kinase mutant strain; inhibition, % at 50 µM;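 active = inhibition above a set limit, 3 SD over mean compound inhibition, cut at about 8.4% in these data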;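 note: 0% = DMSO-only wells with no growth and 100% = 10 µM 1-NA-PP1 full growth; inhibition rescues growth on 5-FOA so higher OD means more RAM inhibition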
Hsp70 act – Hsp70 transcriptional activation, primary screen. activation, % at 10 µM. HeLa Hsp70 promoter luciferase reporter, luminescence; scaled: vehicle 0, proteasome-inhibitor control 100%. AID 1203. 200,000 compounds, 0.04% hits;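 active = activation above the mean across all tested compounds plus 3 SD, cutoff set per campaign, cut at about 5.5% in these data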;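 note: 100% = MG132 at 30 µM as the positive control and 0% = DMSO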
Lmaj promast – inhibitors of Leishmania major promastigote growth. Leishmania major promastigotes, resazurin fluorescence viability. inhibition, % at 10 µM. 200,000 compounds, 9% hits. AID 1063; in the data active = inhibition above about 50%;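 note: promastigotes grown with compound for 44 hours at 28 °C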
Efa HMGR inh – blocks class II HMG-CoA reductase of Enterococcus faecalis. purified E. faecalis HMGR, NADPH absorbance 340 nm kinetic. inhibition, % at 10 µM. 190,000 compounds, 0.41% hits. AID 1066;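 active = inhibition above a set limit, the median over all tested compounds plus 3 SD, cut at about 9.5% in these data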;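 note: enzyme runs in reverse so mevalonate oxidation gives rising NADPH absorbance; 0% = complete reaction with DMSO and 100% = background rate lacking mevalonate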
DTT redox prof – compounds producing H2O2 with reducing agent – biochemical, NIH compound library profiling, artefact control for MLSCN library redox annotation, primary screen. DTT-dependent redox cycling H2O2, phenol red/HRP absorbance; 100% = 100 µM peroxide control, 0% = buffer. activation, % at 10 µM. 200,000 compounds, 0.03% hits;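 active = activation of at least 50% relative to the plate's high and low controls in the primary single-dose screen; inactive = activation below 50%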;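 note: compound incubated with DTT at 0.8 mM final as the reducing agent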
TNAP inh noacc – blocks human TNAP activity with no phosphate acceptor present; inhibition, % at 20 µM; 200,000 compounds, 0.26% hits; purified TNAP, CDP-star luminescence, 30 min; AID 1012; P05186;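 active = tissue-nonspecific alkaline phosphatase inhibition above about 50% at 20 µM in the single-dose screen, limit read from the data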;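 note: 0% = DMSO negative control and 100% = EDTA positive control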
The depositor's hits bear a star; · = no result given.

SMILES | PMI act satM6P | PMI activator | TNAP inh hi DEA | S1P3 antag | RAM network inh | Hsp70 act | Lmaj promast | Efa HMGR inh | DTT redox prof | TNAP inh noacc
CC(C)(C)Nc1nc(NC(C)(C)C)nc(-n2ccnc2)n1 | 1 | 0.9 | -6 | 24 | -0.6 | -0.3 | 98* | -4 | 1.3 | -9
CC(=O)Nc1ccc(S(=O)(=O)Nc2ccc(N3CCOCC3)c(F)c2)cc1 | 0.8 | 0.9 | -5 | 1 | 1.4 | -0.2 | 0 | -7 | -0.2 | -10
OC(COc1ccc2cc(Br)ccc2c1)CN1CCCC1 (stereo unspecified) | 1 | 1 | -6 | 15 | -1.5 | 0.1 | 100* | -4 | -3.2 | -2
CCCCNC(=O)Nc1ccccn1 | 1 | 1 | -5 | · | · | 0.0 | -4 | -1 | 0.1 | -3
COc1ccc(C(=O)c2oc3ccc(OC)cc3c2N)cc1 | 1 | 1 | 0 | -16 | 3.0 | -0.2 | -3 | -5 | 0.1 | 10
O=C(CCc1nc(-c2ccccc2Cl)no1)NCc1ccco1 | 1 | 1 | -9 | 1 | 1.2 | 0.1 | -1 | -8 | 0.5 | -12
CCCc1[nH]nc2c1C(c1ccc(OC)cc1OC)C(C#N)=C(N)O2 (stereo unspecified) | 0.9 | 0.9 | 0 | 2 | 0.8 | 0.1 | 25 | 0 | -3.6 | -2
CC(=O)Nc1ccc(S(=O)(=O)NCC2CCC(C(=O)N3CCN(c4ccccn4)CC3)CC2)cc1 (stereo unspecified) | 1 | 0.6 | -5 | -64 | 2.6 | -0.2 | 1 | -7 | -5.1 | -6
COc1cc(OC)c(OC)cc1CN1CCCC(C(=O)c2ccccc2SC)C1 (stereo unspecified) | 0.9 | 0.9 | -3 | -2 | 1.3 | 1.0 | 25 | 0 | -1.3 | -6
CCOc1ccc(CC(=NCCO)C2=C(O)CC(C)(C)CC2=O)cc1OCC | 1 | 1 | 0 | -6 | 1.2 | -0.4 | -7 | -2 | -0.1 | -64
CCCS(=O)(=O)C(=C1Nc2ccccc2N1)S(=O)(=O)CCC | 0.9 | 0.8 | 1 | -4 | 0.7 | -0.2 | -7 | -1 | 2.0 | -5
Cc1ccc2nc3c(cc(C(=O)NCCCn4ccnc4)n3C)c(=O)n2c1 | 1 | 1 | -10 | -30 | 0.9 | 0.1 | 27 | -3 | 0.0 | -10
COc1ccc(Cn2c(CCCO)nc3ccccc32)cc1OC | 1 | 1 | -1 | · | -0.1 | -0.4 | 3 | -3 | 0.2 | -10
Nc1nnc(SCCCC(=O)c2ccc(F)cc2)s1 | 1 | 1 | 1 | 7 | 3.5 | -0.3 | -1 | 1 | 0.6 | -78
CCOc1ccccc1OCC(=O)Nc1nnc(COC)s1 | 1.1 | 1.1 | -2 | -13 | 0.5 | -0.3 | -8 | 3 | 2.8 | -3
O=C(CSc1nnnn1-c1ccccc1)NC(=O)NCc1ccco1 | 1 | 1 | -3 | · | 0.3 | -0.3 | 24 | -1 | 0.3 | -13
CCCCN(CC)S(=O)(=O)c1ccc2c(c1)CCCN2C(C)=O | 0.8 | 0.8 | -2 | -11 | 1.3 | 0.6 | 9 | 0 | 0.9 | -11
Cc1cc(C)c2c(C)c(C(=O)NCc3ccc(S(N)(=O)=O)cc3)oc2c1 | 1 | 1 | -1 | -10 | 2.1 | -0.3 | 0 | -6 | -1.3 | -6
CCOc1ccc2[nH]c(=O)c(CN(Cc3ccco3)C(CC)c3nnnn3Cc3ccccc3)cc2c1 (stereo unspecified) | 0.8 | 1 | -3 | 12 | 3.0 | 0.1 | 41 | 4 | 1.4 | -8
CC(NCc1ccccc1Cl)C(=O)Nc1ccc(C#N)cc1 (stereo unspecified) | 1 | 1 | -4 | 1 | 1.8 | -0.1 | -2 | 3 | -0.8 | -17
CCOc1ccc(-c2nnc(-c3cccs3)o2)cc1OCC | 1 | 0.9 | 1 | 25 | 3.0 | -0.1 | 46 | 5 | 1.1 | -6
CCOC(=O)C1=C(CSc2nc3ccccc3s2)NC(=O)NC1c1cccc([N+](=O)[O-])c1 (stereo unspecified) | 0.8 | 0.8 | -3 | · | 7.2 | -0.2 | 11 | -1 | -7.1 | -10
Nc1nc(Br)c2c(F)cccc2c1-c1ccc(F)cc1 | 0.6 | 0.8 | 3 | · | 2.5 | -0.2 | -3 | -2 | 0.7 | -1
S=C(NCCc1ccccc1)Nc1cnc2ccccc2c1 | 1 | 1 | -1 | -8 | -0.8 | 0.2 | 9 | -5 | -1.2 | 7
CCc1ccccc1Nc1nc(N)nc(CSCC(=O)Nc2ccc(C)c(C)c2)n1 | 1 | 1 | -6 | -10 | 0.4 | -0.2 | 85* | -6 | -0.1 | -7
SMILES | PMI act satM6P | PMI activator | TNAP inh hi DEA | S1P3 antag | RAM network inh | Hsp70 act | Lmaj promast | Efa HMGR inh | DTT redox prof | TNAP inh noacc
Cc1ccc(NC(=O)NCCCN2CCCC2=O)cc1 | 1 | 1 | -13 | · | 0.8 | -0.1 | -5 | -3 | 0.1 | -19
COc1cc(/C=N/NC(=O)/C(=C\c2ccc3c(c2)OCO3)NC(=O)c2ccccc2)ccc1O | 0.8 | 1 | -1 | 10 | 0.4 | -0.4 | -5 | -1 | -0.1 | -24
Cn1nc(C(F)(F)F)c(C(=O)Nc2ccc(F)cc2F)c1Sc1cccc(C(F)(F)F)c1 | 0.8 | 0.7 | 2 | · | 4.9 | -0.2 | 2 | -1 | -1.1 | 0
CSc1nncc(-c2ccc(F)c(F)c2)n1 | 1.1 | 1.1 | -1 | -17 | 1.5 | -0.3 | -1 | -6 | -5.2 | -4
CC(C)(C)NC(=O)COC(=O)c1cc(Cl)ccc1[N+](=O)[O-] | 1 | 1 | -3 | 12 | 0.6 | -0.1 | 3 | 6 | -2.4 | -10
CC(=O)Nc1ccc(S(=O)(=O)NC2=C(N3CCN(c4ccc(F)cc4)CC3)C(=O)c3ccccc3C2=O)cc1 | 1.6 | 1.2 | 0 | · | 4.0 | 0.4 | 61* | 0 | 0.4 | -1
CC(C)NCCCCOc1ccccc1-c1ccccc1 | 1 | 1 | -4 | 1 | 0.8 | -0.5 | 98* | -2 | 0.2 | -3
N#Cc1cccc(NC(=O)CSc2ccc3c4c(cccc24)C(=O)c2ccccc2-3)c1 | 1 | 0.9 | 8 | · | 1.3 | 0.7 | 1 | -8 | 0.0 | -10
C1CCc2c(nc3nnnn3c2N2CCOCC2)C1 | 1 | 1 | -5 | · | 1.7 | -0.3 | -7 | 0 | -3.1 | -2
Cc1cc(OCC(=O)NCCCN(C)C)cc(C)c1Br | 1.1 | 1.1 | -6 | -38 | 0.7 | -0.1 | 100* | -6 | -4.9 | -14
Cc1ccc(S(=O)(=O)Nc2nc3ccccc3nc2N2CCc3ccccc3C2)cc1 | 0.9 | 0.9 | -1 | · | 4.7 | 0.8 | -3 | -5 | 2.4 | -6
CN1C(=O)c2ccccc2Sc2ccc(NC(=O)N3CCOCC3)cc21 | 1.1 | 1.1 | -7 | 3 | 3.0 | 0.1 | -6 | -2 | -0.4 | -12
CC(=O)c1ccc(N2CCN(C(=S)Nc3ccccc3C(F)(F)F)CC2)cc1 | 1 | 1 | 1 | 9 | 0.9 | -0.1 | 49 | 1 | -0.9 | -4
CCCc1cc(C(=O)N/N=C/c2ccc(C)o2)c2ccccc2n1 | 1 | 1 | -4 | · | 0.0 | 0.2 | 8 | -3 | -8.6 | -9
O=C(/C=C/c1ccc2c(c1)OCO2)NCCCN1CCOCC1 | 1 | 1 | -1 | 11 | 0.3 | -0.2 | -4 | 0 | -0.4 | -11
CCOC(=O)N1CCN(C(=O)CCSCCc2ccncc2)CC1 | 0.9 | 0.9 | -1 | 4 | 0.4 | -0.3 | 5 | -2 | 0.1 | -5
COCCn1c(SCC(=O)N2CCCc3ccccc32)nnc1-c1ccco1 | 1 | 1 | -2 | -6 | 1.4 | -0.2 | -11 | -5 | 0.9 | -13
c1ccc2[nH]c(-c3cscn3)nc2c1 | 1 | 1 | -5 | 9 | 0.7 | -0.1 | -2 | 4 | 2.7 | -13
COc1cccc(CNCCSc2nnnn2C)c1OC | 1 | 1 | -7 | · | 0.8 | -0.1 | 0 | -2 | 0.3 | -7
CCC(C)NC(=O)c1cc(-c2ccccc2O)on1 (stereo unspecified) | 0.9 | 0.9 | -2 | -13 | 2.8 | -0.1 | -12 | 3 | 1.4 | -13
COc1cccc(-c2nnc(SCC(=O)N3CCCc4ccccc43)o2)c1 | 1 | 0.9 | -4 | -14 | 8.5* | -0.3 | -6 | 0 | 1.1 | -10
C=CCN(C(=O)CSc1nc2c(sc3ccccc32)c(=O)n1CCN(CC)CC)c1ccccc1 | 0.9 | 0.8 | -5 | -3 | 0.0 | -0.1 | 32 | -6 | -0.6 | -10
Cc1ccccc1NC(=O)NCCN1C(=O)C2C3C=CC(C3)C2C1=O (stereo unspecified) | 1 | 0.9 | -6 | -20 | 2.9 | -0.3 | -5 | -1 | -0.3 | -7
O=C(CCn1cccc1)Nc1cc(F)ccc1F | 1 | 1 | -4 | -19 | -0.3 | 0.1 | -6 | -1 | 0.0 | -13
COc1ccc(Cl)cc1NC(=O)CN(C)C(=O)COc1ccccc1F | 1 | 1.1 | -1 | -6 | -0.2 | -0.3 | 11 | -1 | 0.4 | -8
SMILES | PMI act satM6P | PMI activator | TNAP inh hi DEA | S1P3 antag | RAM network inh | Hsp70 act | Lmaj promast | Efa HMGR inh | DTT redox prof | TNAP inh noacc
NC(=O)C1=C[C@H](c2ccc(Br)cc2)C[C@H](OCc2ccc(CO)cc2)O1 | 0.5 | 0.8 | -6 | 1 | 1.3 | 1.0 | -3 | -2 | 0.3 | -11
O=C(c1ccco1)N1CCN(C(c2ccccn2)c2nnnn2C2CCCC2)CC1 (stereo unspecified) | 1 | 1.1 | -2 | -28 | 0.5 | -0.1 | 26 | -2 | 0.2 | -6
CCN1CCN(CC(=O)c2c[nH]c3ccc(C)cc23)CC1 | 1 | 1 | -6 | · | 2.6 | -0.1 | 1 | -1 | 0.0 | -13
COc1cc(C2c3sc(=O)[nH]c3SC3C4CCC(C4)C23)ccc1O (stereo unspecified) | 0.6 | 0.7 | -4 | · | 1.2 | -0.5 | 29 | 1 | 4.2 | -38
O=C(Nc1nc2ccccc2s1)C1CCCN1S(=O)(=O)c1ccc(Cl)cc1 (stereo unspecified) | 0.7 | 0.7 | -5 | -9 | 5.3 | -0.1 | 99* | -10 | 3.1 | -7
CCOC(=O)c1sc(NC(=O)CC)nc1C | 1.1 | 1.1 | -4 | 5 | 1.0 | -0.3 | -10 | 1 | -1.7 | -13
Cc1c(C(=O)NCCCN2CCCC2=O)oc2ccccc12 | 0.9 | 0.9 | -5 | 0 | 1.8 | 0.0 | -9 | -3 | 3.0 | -10
Cc1ccc(NC(=O)C(Nc2ccccc2)c2ccccc2)cc1 (stereo unspecified) | 1 | 0.9 | -2 | -8 | 2.8 | 0.2 | 88* | -5 | 0.1 | -6
